DSG3 Ab inh – blocks pemphigus antibody binding to human desmoglein-3; DSG3-coupled beads, scFv-anti-DSG3-GFP binding, flow cytometry; stronger effect = lower value; binding (percent of control), % at 10 µM; 310,000 tested, 0.48% active; P32926;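 active means binding more than 3 SD below its plate's average and above zero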;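 further: hits lower antibody fragment binding to DSG3; some compounds called inactive have numbers as strong as hits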
Target sequence (P32926 whole entry, looked up, the tested form may be a part): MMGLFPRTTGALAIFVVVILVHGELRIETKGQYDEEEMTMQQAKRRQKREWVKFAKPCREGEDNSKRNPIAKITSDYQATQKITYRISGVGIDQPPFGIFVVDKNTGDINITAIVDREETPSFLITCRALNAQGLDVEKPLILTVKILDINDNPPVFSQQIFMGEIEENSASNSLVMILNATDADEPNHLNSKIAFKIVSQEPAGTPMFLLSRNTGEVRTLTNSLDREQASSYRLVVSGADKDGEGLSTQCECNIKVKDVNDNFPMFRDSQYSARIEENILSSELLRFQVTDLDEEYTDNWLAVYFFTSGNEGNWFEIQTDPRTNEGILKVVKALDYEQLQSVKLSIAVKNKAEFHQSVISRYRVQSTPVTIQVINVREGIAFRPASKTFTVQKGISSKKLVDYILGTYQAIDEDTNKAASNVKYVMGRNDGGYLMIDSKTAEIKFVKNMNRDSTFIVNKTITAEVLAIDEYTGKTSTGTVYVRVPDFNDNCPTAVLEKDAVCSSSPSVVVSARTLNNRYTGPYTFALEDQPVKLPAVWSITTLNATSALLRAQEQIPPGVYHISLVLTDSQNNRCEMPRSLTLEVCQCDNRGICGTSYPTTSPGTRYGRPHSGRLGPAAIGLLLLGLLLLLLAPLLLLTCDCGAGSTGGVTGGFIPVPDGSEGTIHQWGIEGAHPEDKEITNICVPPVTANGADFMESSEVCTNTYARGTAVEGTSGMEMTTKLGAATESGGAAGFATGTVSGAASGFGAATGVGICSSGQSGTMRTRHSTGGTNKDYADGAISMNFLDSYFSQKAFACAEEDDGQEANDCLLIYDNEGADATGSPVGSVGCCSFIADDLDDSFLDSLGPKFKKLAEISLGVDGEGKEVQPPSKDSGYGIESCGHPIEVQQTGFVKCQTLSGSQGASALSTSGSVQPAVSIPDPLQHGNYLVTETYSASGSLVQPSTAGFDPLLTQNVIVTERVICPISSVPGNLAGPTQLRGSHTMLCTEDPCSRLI
Arrestin-AP2 inh – inhibitors of human beta-arrestin and AP2 interaction; FITC-arrestin peptide / GST-AP2 beads, flow cytometry; AP2 beta2 appendage carries R879A mutation; inhibition, % at 10 µM; 340,000 tested, 0.31% active; AID 504490;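 active means inhibition above a set limit, near 3 SD of compounds lacking own fluorescence, cut at about 54% in these data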;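 further: plate controls were DMSO wells for no effect and 5 µM unlabelled arrestin peptide for full effect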
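System: GST-tagged AP2 beta2-adaptin appendage (R879A) on 4 µm glutathione beads / Reagent: FITC-arrestin peptide, 50 nM / Detection: HyperCyt-sampled flow cytometry, FL1 channel, ex 488/em 535 nm / Timing: 12 min plus 1 h, RT / Buffer or medium: PBS plus Tween 20 (0.05%) and BSA (0.1%)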
Tat transport – blocks Tat-dependent protein export in E. coli; inhibition, % at 10 µM; 340,000 tested, 0.036% active; E. coli MC4100 TorA-mCherry Tat export, fluorescence; AID 488895;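 active means mean replicate inhibition at least 50% and at least half of replicates individually reaching 50%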;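 further: exported cargo escapes ClpAP degradation while cytoplasmic cargo is degraded and loses fluorescence; 0% = median of neutral control wells and 100% = median of NaSCN control wells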
Mot1-301 SUMO – SUMOylation pathway inhibition by Mot1-301 growth rescue | S. cerevisiae Mot1-301 growth rescue, ATP luminescence, 38.5C; percent above DMSO median, 100 means doubled | growth rescue, % at 18.8 µM | 320,000 tested, 1% active | AID 2716;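 active means every valid replicate shows activation above 250% relative to neutral control wells; inactive means the rest, any valid replicate at or below 250%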;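 further: OY570 slx delta 5 strain wells were the positive control but not used for scaling; some compounds called inactive have numbers as strong as hits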
Ecoli viability – bacterial growth inhibition, counter-screen for AddAB inhibitors | 330,000 tested, 0.27% active | inhibition, % at 11.9 µM | E. coli V3065 growth, OD600 absorbance, 18 h | AID 449728;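 active means inhibition above the campaign's mean inhibition across all tested compounds plus 3 SD, cut at about 9.9% in these data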;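 further: uninfected addAB+ strain grown without phage in ampicillin broth; 0% = DMSO wells and 100% = ciprofloxacin 0.95 µg/ml wells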
AddAB inh – less growth of phage-infected E. coli with AddAB; E. coli expressing H. pylori AddAB, absorbance growth; inhibition, % at 11.9 µM; 330,000 tested, 0.29% active; in the data active means inhibition above about 12%;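 further: 0% = vehicle wells of infected cells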
PfHsp90 yeast 2 – reduces growth (ATP signal) of yeast expressing P. falciparum Hsp90; S. cerevisiae expressing PfHsp90, BacTiter-Glo ATP, 48 h; yeast lacking PDR1 and PDR3 efflux regulators; inhibition, % at 9.4 µM; 310,000 tested, 0.32% active; AID 504621;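 active means every replicate shows inhibition above about 80%, whatever the replicate mean, limit read from the data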;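 further: 0% = DMSO neutral controls and 100% = 20 µM radicicol positive controls; yeast relying on Plasmodium falciparum Hsp90 in place of its own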
MOR-DOR inv ag – inverse agonist of human OPRM1-OPRD1 heterodimerization. cell-based MOR-DOR heterodimer luminescence, inverse agonism. inhibition, % at 9.3 µM. 340,000 tested, 0.21% active. AID 504357; in the data active means inhibition above about 22%, passing the limit was not always enough;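 further: 0% = cells with DMSO and 100% = wells without cells with DMSO; values of inactives mirror those of a sister screen read the other way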
OPRM1-OPRD1 ag – OPRM1-OPRD1 heterodimerization agonism; AID 504326; P35372+P41143; 340,000 tested, 0.3% active; activation, % at 9.3 µM; cells, luminescence; in the data active means activation above about 18%;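 further: 0% = vehicle-treated cells and 100% = reference agonist; values of inactives mirror those of a sister screen read the other way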
phage Ecoli inh – E. coli growth loss with phage present; growth absorbance; inhibition, % at 11.9 µM; 360,000 tested, 0.26% active; in the data active means inhibition above about 11%
PKA-R1A act – activators of PKA-R1A complex; PKA-R1A dissociation, Cy5-IP20 fluorescence polarization; scaled: DMSO 0%, 113 µM cGMP 100%; 340,000 tested, 0.083% active; AID 504707; P00514+P68181; activation, % at 11.4 µM;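 active means percent activation above the mean of all tested compounds plus 3 SD, cut at about 19% in these data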;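 further: higher means more PKAc released from R1A so a rise in polarization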
* = called active by the depositor; · = not tested or not shown.

Molecule	DSG3 Ab inh	Arrestin-AP2 inh	Tat transport	Mot1-301 SUMO	Ecoli viability	AddAB inh	PfHsp90 yeast 2	MOR-DOR inv ag	OPRM1-OPRD1 ag	phage Ecoli inh	PKA-R1A act
COc1ccc(S(=O)(=O)n2nc(OC(=O)c3ccccc3Br)cc2N)cc1	108	4	-3	19	-1.2	-0.4	7	-7	1.4	0.0	-24
CCOc1ccccc1C(=O)Nc1cc(=O)n(C)c(=O)n1C	101	4	-7	110	-3.2	-3.7	4	7	-1.3	2.5	-7
COc1ccc(S(=O)(=O)NCCSC(C)(C)C)cc1Cl	108	-3	1	-9	-2.5	-0.7	11	-23	4.0	1.2	-5
COc1cc(S(=O)(=O)N2CCN(Cc3ccccc3)CC2)ccc1Br	110	29	11	-4	0.7	3.9	10	-33	7.7	0.5	1
Cc1cc(C)nc(NC(=O)CSc2nc3ccccc3o2)n1	102	4	-7	4	-0.7	-1.1	·	7	-1.3	2.5	-8
O=C1CC(N2CCOCC2)C(=O)N1c1cc(Cl)cc(Cl)c1 (stereo unspecified)	101	11	7	219	3.6	2.6	56	6	-1.0	3.9	1
CN(C(=O)c1ccncc1)c1nnc(-c2ccncc2)s1	103	-5	-8	·	2.8	3.0	-6	8	-1.3	·	3
COC(=O)CN1C(=O)Nc2ccc(Br)cc2C1c1ccccc1 (stereo unspecified)	94	22	5	9	3.6	2.4	-3	6	-1.1	1.9	-4
CCOc1ccc(S(=O)(=O)N2CCC(C(=O)NCc3ccccn3)CC2)cc1Cl	110	-31	1	7	1.1	4.8	0	-3	0.5	-1.8	-1
COc1ccc(CNC(=O)c2cc(C3CC3)on2)cc1	106	0	1	169	-1.3	-0.1	-3	3	-0.6	3.7	10
Cc1ccc(NC(=O)C2CCCN(c3nccc(C)n3)C2)c(C)c1 (stereo unspecified)	106	28	19	0	1.4	4.6	0	10	-1.9	2.4	10
O=C(Nc1ccc(C(F)(F)F)cc1)C1CCCCN1S(=O)(=O)c1ccccc1 (stereo unspecified)	95	-5	-1	·	-1.7	-1.3	·	-42	11	1.8	-11
Cc1ccc(Nc2ccc(S(=O)(=O)N3CCOCC3)cc2[N+](=O)[O-])c(C)c1	114	-1	1	-3	2.1	7.1	-13	-2	0.4	2.7	8
COc1ccccc1Nc1nnc(SCC(=O)c2cc(C)n(CC3CCCO3)c2C)s1 (stereo unspecified)	99	3	-6	-4	2.8	-0.6	-5	3	-0.6	1.4	0
CCOC(=O)c1c(C)[nH]c(C(=O)CN(C)CC(=O)Nc2ccccc2C(F)(F)F)c1C	106	22	9	8	-2.6	-1.1	30	-30	5.8	1.5	0
O=C(OCC(=O)N1CCCC1=O)C1COc2ccccc2O1 (stereo unspecified)	94	23	4	10	0.3	1.0	25	3	-0.6	0.8	-4
CC(=O)OC(C(=O)NC1CCCCC1)c1ccncc1 (stereo unspecified)	·	5	9	2	-0.6	-1.7	-4	23	-4.9	2.4	2
O=C(c1ccc(Cl)cc1)c1ccc(OCC(=O)N2CCOCC2)cc1	·	17	-8	-1	0.9	4.6	28	13	-2.0	1.9	5
N#Cc1cn(-c2ccccc2)nc1-c1ccco1	102	8	5	-1	0.8	3.7	-32	5	-1.1	0.1	-10
COc1ccc(/C=C2/C(=N)N3N=C(CC(=O)N4CCCC4)SC3=NC2=O)cc1	98	0	-2	6	1.9	2.3	-14	12	-2.4	0.2	-3
Cc1[nH]c2ccccc2c1C(=O)CN1CCCCC1C (stereo unspecified)	131	-12	3	-5	1.3	1.1	-31	14	-2.4	-0.1	4
Nc1c(Cl)cc(-c2csc(NC(CO)c3nc4ccccc4n3CCOCCO)n2)cc1Cl (stereo unspecified)	104	1	5	1	-2.6	1.8	1	9	-1.9	-2.4	-10
COc1ccccc1CC(=O)OC(C)C(=O)Nc1ccc(S(=O)(=O)N2CCCCC2)cc1 (stereo unspecified)	94	-19	3	-17	0.0	3.0	1	-8	1.6	1.5	-14
Cc1ccc(S(=O)(=O)n2nc(OC(=O)c3cccc(F)c3)cc2N)cc1	·	-6	2	-6	1.1	2.9	-17	8	-1.2	1.6	-2
Cc1nc2ccc(NC(=O)CS(=O)(=O)c3ccc(F)cc3)cc2s1	102	0	-2	118	4.2	1.8	·	22	-4.2	5.0	-8
Cc1cc(C)n2nc(SCc3nnc(-c4cccs4)o3)nc2n1	·	12	10	-22	-3.1	3.0	33	1	-0.3	-1.2	-5
S=c1[nH]c(-c2ccc(Br)cc2)cn1CCc1ccccc1	102	-1	1	2	0.2	3.8	19	-26	5.5	0.6	-5
COc1ccc(C(=O)Nc2cccc(C(=O)N3CCN(C)CC3)c2)cc1	104	-10	7	-8	-1.8	2.6	6	15	-3.6	1.0	2
CCCCc1c(O)nc(SCC(=O)N2CCOCC2)[nH]c1=O	97	5	1	23	-1.4	2.9	5	8	-1.9	1.3	-7
CCOC(=O)C1CCN(C(=O)c2sc3nc(-c4ccc(F)cc4)cn3c2C)CC1	96	14	4	10	-2.5	0.2	-2	13	-2.5	1.2	13
Cc1ccccc1NC(=O)c1cn(-c2ccccc2)nc1-c1ccccc1	104	·	-6	-7	2.6	0.1	-27	-38	5.5	2.5	-10
COc1ccc(OC)c(NC(=O)Nc2ccccc2C)c1	112	6	-5	9	0.8	1.1	-8	-6	1.0	5.3	1
Cn1c(Cc2ccccc2)nnc1SCC(=O)c1ccc(Br)s1	99	4	6	-4	-1.2	1.9	8	12	-2.4	4.0	-13
COc1cccc(NC(=S)/C(=C(\[O-])c2cc(C)n(-c3ccccc3F)c2C)[n+]2ccc(N(C)C)cc2)c1	106	-7	5	-10	-0.2	1.1	4	13	-1.8	3.1	-6
O=C1NC(=O)C2(COC(c3ccncc3)OC2)S1 (stereo unspecified)	82	29	-2	-27	0.0	1.0	20	7	-1.2	2.9	-9
COc1ccc(CCC(=O)N2CCN(C3CCCCC3)CC2)cc1	105	-2	4	-7	2.3	2.0	-10	3	-0.5	0.7	11
CC(=O)c1ccc(C(=O)NC2CCCN(Cc3ccccc3F)C2)s1 (stereo unspecified)	107	-4	-4	4	-0.2	2.3	9	0	-0.1	1.2	-11
CCC(C)NCCOc1cccc(Br)c1 (stereo unspecified)	108	-3	-9	18	-0.1	2.7	-2	7	-1.3	2.5	-7
Cc1cc(=O)[nH]c2ccc(S(=O)(=O)NCc3ccccc3)cc12	101	5	-4	15	1.9	-0.3	-2	12	-1.8	-0.1	-5
COC(=O)CN(C)C(=O)c1ccc2nc(Cc3cccc(Cl)c3)oc2c1	98	-3	0	-13	-1.4	4.9	6	15	-3.1	3.2	2
O=C(Cc1ccccc1)NCCCc1ccccc1	116	8	-3	14	1.0	3.4	24	5	-1.1	1.5	2
Cc1cc(Br)ccc1NC(=O)CN(C)C(=O)Cn1c(=O)cnc2ccccc21	101	6	-5	2	1.9	-0.4	0	4	-0.7	2.6	10
O=C(O)c1ccc(S(=O)(=O)c2ccccc2)cc1	88	3	-1	-1	-2.1	0.9	6	-8	1.6	3.6	9
CC(C)CC(=O)NC1(C(F)(F)F)C(=O)N(Cc2ccccc2)C2=C1C(=O)CC(C)(C)C2 (stereo unspecified)	106	3	0	-16	-1.0	-0.5	·	4	-0.9	-0.2	-10
O=C(O)c1ccc(N2Cc3ccccc3C2)cc1O	101	-7	-5	-13	-0.1	-0.1	14	8	-1.4	·	-6
O=c1[nH]nc(-c2ccc(F)cc2)cc1Cc1ccccn1	100	8	-7	-26	-2.3	5.4	4	·	·	-0.9	·
CC(C)C[C@H]1CNC(=S)N1CC1CCCN1C[C@H](CC(C)C)N1C[C@H](CC(C)C)N(CC2CCCCCC2)C1=S (stereo partly specified)	103	5	1	·	·	·	-6	13	-2.8	1.4	-10
Cc1ccc(SCC(=O)N2CCOCC2)cc1	89	-4	-4	-10	0.7	1.7	-4	14	-2.3	2.7	1
Nc1nc(N2CCCCC2)nc2ccccc12	101	24	-4	13	0.7	3.8	-2	8	-1.3	3.9	0
CC(C)CN1CC(C)C(=O)N(c2ccccc2)C1=O (stereo unspecified)	109	24	-2	·	·	·	-33	-2	0.3	2.5	4
CCC(CC)C(=O)Nc1nnc(SCC(=O)NC2CCCCC2)s1	97	-5	4	10	-1.8	3.8	7	9	-1.4	0.4	-4
CC(C)(C)c1ccc(C(=O)O[C@H]2[C@H](Cc3ccccc3)NS(=O)(=O)[C@H]3C[C@@H]4C=C[C@]23O4)cc1	93	27	2	-2	2.3	1.8	1	0	-0.1	1.9	-5
Cc1cc(NC(=O)CSc2nncc(=O)n2N)no1	107	-11	3	-2	-1.9	1.0	-26	7	-1.6	-0.6	6
C/C(CC(=O)NC(C)C)=N\NC(=O)COc1cc(C)c(Br)cc1Br	101	5	3	5	0.9	0.9	5	-6	0.9	1.6	-7
Cc1ccc(C)c(C(=O)COC(=O)c2cccc(N3C(=O)c4c(C)nc5ccccc5c4C3=O)c2)c1	·	41	-3	10	0.3	1.3	-23	13	-2.4	1.2	0
CC(=O)c1ccc(NC(=S)Nc2ccc3[nH]c(=O)[nH]c3c2)cc1	93	11	-3	-2	-0.3	-3.1	-3	14	-2.6	5.3	-1
CN(Cc1ccccc1)C(=O)c1nc2ccccn2c1CN1CCC(N2CCOCC2)CC1	93	-16	-4	-4	1.2	3.0	2	12	-2.3	3.4	-10
CN(c1ccccc1)S(=O)(=O)c1cccc(C(=O)NNC(=O)c2ccccc2)c1	85	11	-7	1	-0.9	-1.4	-12	5	-1.1	2.5	5
O=C(Nc1ccccc1Cl)NC1(C(=O)NCCCN2CCOCC2)CCCCC1	101	-5	12	-1	-2.7	-0.4	24	8	-1.4	2.4	-5
O=C(/C=C/c1ccc([N+](=O)[O-])cc1)c1cccs1	101	2	-1	195	2.0	0.1	-54	-13	2.7	2.9	-1
Cc1ccc(-c2nc(CS(=O)(=O)CC(=O)NCCN3CCCC3)c(C)o2)cc1	106	28	-3	234	-0.9	3.9	1	3	-0.6	0.6	-7
CCOC(=O)C1CCCN(C(=S)NC2CCCC2)C1 (stereo unspecified)	97	-6	0	-3	1.5	0.2	-11	5	-0.6	2.2	-6

Screening results as filed in PubChem BioAssay.
